D2 agonist = HTS Assay for Allosteric Agonists of the Human D2 Dopamine Receptor: Primary Screen for Agonists; activation, % at 2 µM; 0.53% of 340,000 active; D(2) dopamine receptor (Homo sapiens), P14416; HEK293 T-REx D2 cells, calcium flux agonist mode;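 active = activation over 3 SD above normal in the single-dose calcium agonist read, cut at about 30% in these data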; note: 0% is about no effect
Target sequence (P14416 whole entry, looked up): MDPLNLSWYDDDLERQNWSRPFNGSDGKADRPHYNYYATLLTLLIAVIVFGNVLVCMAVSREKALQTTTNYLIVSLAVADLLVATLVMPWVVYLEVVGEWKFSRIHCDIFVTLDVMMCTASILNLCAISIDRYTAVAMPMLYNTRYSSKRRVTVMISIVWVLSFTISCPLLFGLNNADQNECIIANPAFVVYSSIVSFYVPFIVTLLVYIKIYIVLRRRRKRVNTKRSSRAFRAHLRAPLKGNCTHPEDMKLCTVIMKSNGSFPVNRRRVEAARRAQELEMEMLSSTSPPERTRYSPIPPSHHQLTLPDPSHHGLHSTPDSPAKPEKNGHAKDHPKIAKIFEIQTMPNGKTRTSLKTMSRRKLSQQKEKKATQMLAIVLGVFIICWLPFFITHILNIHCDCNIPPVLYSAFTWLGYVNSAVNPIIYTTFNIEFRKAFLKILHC
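Agonism is scored from calcium flux in a force-coupled, inducible HEK293 cell line expressing D2, read kinetically for 180 s after compound addition against dopamine controls.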
IDH1 R132H inh = qHTS for Inhibitors of mutant isocitrate dehydrogenase 1 (IDH1): qHTS | Isocitrate dehydrogenase [NADP] cytoplasmic (Homo sapiens), O75874 | IDH1-R132H enzyme, NADPH consumption, diaphorase/resazurin fluorescence | Potency, µM (series often up to 76.6 µM), inactives show at the top dose activity change, negative = inhibition, usual class: inhibitors | 0.093% of 390,000 active | AID 602179, 2012; note: potency is the fitted concentration of half-maximal effect; % is set by controls: 0 for no effect and ±100 for the full control effect; nearly all actives have a fitted effect of over 65% in size
Target sequence (O75874 whole entry R132H, stated change not applied): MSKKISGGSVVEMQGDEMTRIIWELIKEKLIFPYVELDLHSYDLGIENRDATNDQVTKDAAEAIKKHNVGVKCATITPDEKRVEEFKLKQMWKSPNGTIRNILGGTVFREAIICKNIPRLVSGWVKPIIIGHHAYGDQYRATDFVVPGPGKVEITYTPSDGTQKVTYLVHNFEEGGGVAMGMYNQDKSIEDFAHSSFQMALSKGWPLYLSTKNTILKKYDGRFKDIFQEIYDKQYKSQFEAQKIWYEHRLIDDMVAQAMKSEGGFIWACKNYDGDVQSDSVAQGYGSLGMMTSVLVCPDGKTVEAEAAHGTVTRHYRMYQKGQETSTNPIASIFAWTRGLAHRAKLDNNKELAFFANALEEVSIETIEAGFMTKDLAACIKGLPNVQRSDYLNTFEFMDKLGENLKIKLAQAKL
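IDH1-R132H (0.5 ug/mL dispensed) in pH 7.5 Tris buffer was preincubated 30 min with compound, then given a substrate mix of 0.016 mM NADPH and 2 mM alpha-KG for 80 min at room temperature; remaining NADPH was read by diaphorase/resazurin fluorescence.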
TRHR enhancer = qHTS for Small Molecule Agonists and Allosteric Enhancers of Human TRH Receptor: Primary Screen for Enhancers | Thyrotropin-releasing hormone receptor (Homo sapiens), P34981 | TRHR cells, fluo-8 calcium fluorescence, EC20 TRH enhancement | enhancement, % at 2 µM | 0.66% of 360,000 active | AID 493056, 2011; in the data active = enhancement above about 30%; note: 0% is about no effect
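TRHR-expressing cells loaded with fluo-8 calcium dye were read kinetically (ex 480/em 530) during compound addition, then stimulated with an EC20 of TRH (10 nM final). Enhancement of the Gq-mediated intracellular calcium response was scored.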
PI4K2A block = qHTS for small molecular inhibitors of PI4K2A | Phosphatidylinositol 4-kinase type 2-alpha (Homo sapiens), Q9BTU6 | purified PI4K2A, ADP-Glo luminescence, 1 h; active compounds read low | activity change, negative = inhibition, % at 76.9 µM | 0.13% of 420,000 active; in the data active = activity change below about -50%; inconclusive = mostly about -30% to -49%;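 note: -100% = wells without enzyme as full effect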
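In this quantitative HTS, ADP production by PI4K2A was quantified luminescently after 1 h at ambient temperature; 100 microM adenosine served as plate-quality control.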
TrxR1 substrate = qHTS Assay for Substrates of Mammalian Selenoprotein Thioredoxin Reductase 1 (TrxR1): qHTS. purified TrxR1 substrate turnover, NADPH consumption readout. Potency, µM (top dose mostly 114 µM), for inactives: at the highest dose activity change, negative = substrate turnover. 0.01% of 390,000 active. AID 588456, 2011. Thioredoxin reductase 1, cytoplasmic (Rattus norvegicus), O89049; note: potency is the fitted concentration of half-maximal effect; % is set by controls: 0 for no effect and ±100 for the full control effect; nearly all actives have a fitted effect of over 50% in size
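Rat TrxR1, dispensed at 90 nM, was prereduced with 400 uM NADPH (final) for 5 min at ~22 deg C, then incubated with compound 15 min before 400 uM selenite. A first-read NADPH fluorescence drop versus no-compound background flagged substrates.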
D2 antagonist = HTS Assay for Allosteric Antagonists of the Human D2 Dopamine Receptor: Primary Screen for Antagonists. HEK293 TREx D2 cells, calcium flux, dopamine EC80. 2% of 340,000 active. inhibition, % at 10 µM. AID 485344, 2010; in the data active = inhibition above about 30%; note: 0% is about no effect
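Antagonism is scored as inhibition of an EC80 dopamine-evoked calcium signal in a force-coupled, tetracycline-inducible HEK293 T-REx D2 line, with compound present 180 s before agonist.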
USP1-UAF1 inh = Inhibitors of USP1/UAF1: Primary Screen; Ubiquitin carboxyl-terminal hydrolase 1 (Homo sapiens), O94782; recombinant USP1/UAF1, Ub-Rhodamine cleavage fluorescence; Potency, µM (titrated, usually from 57.1 µM), without a hit: at the top dose activity change, negative = inhibition, most hits filed as inhibitors; 0.23% of 390,000 active; note: potency is the fitted concentration of half-maximal effect; % is set by controls: 0 for no effect and ±100 for the full control effect; nearly all actives have a fitted effect of over 60% in size; inactives centre near -12
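USP1/UAF1 complex (1 nM) preincubated 15 min at room temperature with compound, then Ub-Rho substrate (150 nM final) added. Kinetic fluorescence at 480/540 nm over 6 reads at 60 s intervals; 50 mM HEPES pH 7.8, 0.5 mM EDTA, 0.1 mg/ml BSA, 1 mM TCEP, 0.01% Tween-20.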
TRHR agonist = qHTS for Small Molecule Agonists and Allosteric Enhancers of Human TRH Receptor: Primary Screen for Agonists. TRHR cells, calcium flux fluo-8, FDSS agonist mode. 0.18% of 360,000 active. Thyrotropin-releasing hormone receptor (Homo sapiens), P34981. activation, % at 2 µM; in the data active = activation above about 30%; note: 0% is about no effect
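TRHR-expressing cells, plated overnight in medium with 10% serum, were loaded with fluo-8 calcium dye at room temperature. After a 10 s baseline, library compound was pin-added and calcium release was recorded kinetically (ex 480/em 530) as agonist response.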
TrxR1 inh = qHTS Assay for Inhibitors of Mammalian Selenoprotein Thioredoxin Reductase 1 (TrxR1): qHTS. Thioredoxin reductase 1, cytoplasmic (Rattus norvegicus), O89049. recombinant rTrxR1, NADPH fluorescence consumption, selenite substrate. Potency, µM (highest dose often 114 µM), inactives show top-dose activity change, negative = inhibition, actives largely listed as inhibitors. 1% of 390,000 active; note: potency is the fitted concentration of half-maximal effect; % is set by controls: 0 for no effect and ±100 for the full control effect; nearly all actives have a fitted effect of over 65% in size
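Rat TrxR1 (90 nM in the dispensed reagent) was pre-reduced with 400 uM NADPH for 5 min at room temperature, then incubated with compound for 15 min. After 400 uM selenite was added, NADPH fluorescence (Ex 340/Em 450 nm) was followed for 8 min.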
The depositor's hits bear a star; ? = inconclusive; / = not tested or not shown; [ ] = remark or other dose. Unless noted, calls come from the whole dose curve; as a rule, active = well fitted inhibition curve with a large enough effect; inconclusive = small, poorly fitted or top-dose-only effect; inactive = no such curve, though single readings can be large or run the other way.

Molecule,TRHR agonist,D2 agonist,PI4K2A block,TRHR enhancer,TrxR1 inh,IDH1 R132H inh,TrxR1 substrate,D2 antagonist,USP1-UAF1 inh
O=C(N[C@@H](Cc1ccccc1)C(=O)OCc1ccccc1)c1nc[nH]c1C(=O)N[C@@H](Cc1ccccc1)C(=O)OCc1ccccc1,1.7,-1.1,-4,-1,19%,-13%,1%,14,-19%
Cc1oc(-c2cccc(C(F)(F)F)c2)nc1CN1CCOCC1,-0.2,-0.5,-2,17,-9%,2%,-9%,-1,-18%
Cc1ccc2c(c1C)OC(=O)CC2c1ccccc1 (stereo unspecified),-0.3,0.2,-7,25,24%,10%,4%,9,-21%
CCOc1ccc(C2C(C(=O)NC)=C(C)Nc3nc4ccccc4n32)cc1OC (stereo unspecified),/,/,-6,/,-7%,-3%,4%,/,-25%
COc1cccc(CN2CCN(CC(=O)NCCc3ccccc3)CC2)c1,-0.2,0.6,1,-10,-8%[57.1 µM],11%,0%[57.1 µM],-11,-9%
CCn1cc(-c2nnnn2-c2ccc(Cl)cc2)c(=O)c2ccccc21,0.4,0.1,5,6,-2%,-1%,-5%,-13,-15%
COc1ccc(/C=N/NC(=O)Nc2ccc3nsnc3c2)c(OC)c1,-0.5,-0.3,0,6,3%,-4%,-3%,-9,-8%
COc1cc(C)nc(N(Cc2ccccc2)S(=O)(=O)c2ccc(C)cc2)n1,1.3,2.4,4,3,20%,-2%,-7%,1,-11%
COc1ccc(NC(=S)Nc2ccc3nsnc3c2)cc1,11,1.2,?,-1,?,20%,-11%,8,5.6µM*
CC(CCc1ccc(O)cc1)NC1c2ccccc2-c2ccccc21 (stereo unspecified),1.2,-2.3,-2,1,13%,1%,-1%,-14,-26%
Cc1ccc(/C=N/NC(=O)CC(=O)NCc2cccnc2)cc1,0.2,0.2,-1,8,-2%,10%,-11%,0,-5%
O=C1NN(c2ccccc2)C(=O)/C1=C\c1cccn1-c1ccc(Cl)c([N+](=O)[O-])c1,-0.6,0.6,-12,-3,?,2%,-13%,-1,-19%

Reprinted from the part before: 5 entries; new compounds follow.
Molecule,TRHR agonist,D2 agonist,PI4K2A block,TRHR enhancer,TrxR1 inh,IDH1 R132H inh,TrxR1 substrate,D2 antagonist,USP1-UAF1 inh
COc1cc(C)nc(N(Cc2ccccc2)S(=O)(=O)c2ccc(C)cc2)n1,1.3,2.4,4,3,20%,-2%,-7%,1,-11%
COc1ccc(NC(=S)Nc2ccc3nsnc3c2)cc1,11,1.2,?,-1,?,20%,-11%,8,5.6µM*
CC(CCc1ccc(O)cc1)NC1c2ccccc2-c2ccccc21 (stereo unspecified),1.2,-2.3,-2,1,13%,1%,-1%,-14,-26%
Cc1ccc(/C=N/NC(=O)CC(=O)NCc2cccnc2)cc1,0.2,0.2,-1,8,-2%,10%,-11%,0,-5%
O=C1NN(c2ccccc2)C(=O)/C1=C\c1cccn1-c1ccc(Cl)c([N+](=O)[O-])c1,-0.6,0.6,-12,-3,?,2%,-13%,-1,-19%
COc1ccccc1C(=O)N/C(=C\c1cn(C)c2ccccc12)C(=O)NCCCN1CCOCC1,-1.0,0.1,-1,-2,26%,7%,2%,-68,-27%
Cc1cc(=O)[nH]c(COc2ccccc2)n1,1.7,-1.9,-5,2,11%[57.1 µM],-1%,-6%,3,-5%
O=C(CN1CCN(Cc2ccccc2Cl)C1=O)NCc1ccccn1,-0.4,0.0,0,-10,-6%,12%,-3%,10,-12%
CC(C)c1ccc(NC(=S)N2CCCC(c3ccc(F)cc3)=N2)cc1,1.7,1.0,-9,-1,19%,4%,2%,-11,-14%
N#CC1=C(N)NC(=S)C(C(N)=O)C1c1ccccc1F (stereo unspecified),-0.2,0.1,-10,-2,?,13%,0%,-1,-14%
CC(=O)CCc1c[nH]c2c(C(=O)O)cccc12,0.6,0.9,0,26,6%[57.1 µM],-1%,7%[57.1 µM],-9,-4%
Cc1noc(C)c1NC(=O)Nc1ccc2c(c1)C(=O)N([C@H](C)CO)C[C@H](C)[C@@H](CN(C)C(=O)Nc1ccc(C(F)(F)F)cc1)O2,/,/,2,/,-11%,6%,-4%,/,-21%
O=C(O)CCC(=O)NNc1nc(-c2ccccc2)c2cc(Cl)ccc2n1,1.6,15,-2,-1,22%,1%,-1%,12,-12%
COc1ccc(NS(=O)(=O)c2cc(-c3onc(C)c3C)ccc2C)c(OC)c1,0.3,-0.3,1,13,4%[57.1 µM],-3%,-3%[57.1 µM],/,-26%
COc1ccc(NC(=S)Nc2ccc(OCc3ccccc3)cc2)c(OC)c1,0.7,0.8,0,-1,6%,2%,-6%,-1,-5%
COc1cc(NC(=O)c2cc(C)no2)c(OC)cc1Cl,-1.0,-0.2,-9,-9,34%,13%,24%,-12,-18%
c1ccc2nc3c(cc2c1)CCCCCC3,0.5,0.3,0,2,10%,6%,-3%,-7,-7%
CCC(O)c1cc2c(cc1NC(=O)c1cccc(Br)c1)OCCO2 (stereo unspecified),-0.4,0.4,2,17,14%,11%,8%[11.4 µM],/,-19%
O=C(c1ccco1)N1CCN(Cc2cccc(C(F)(F)F)c2)CC1,-0.4,60*,1,-6,-15%,-1%,6%,77*,-19%
Cc1ccnc(NS(=O)(=O)c2ccc(N3C(=O)C4CCCCC4C3=O)cc2)n1 (stereo unspecified),-0.7,0.0,6,37*,26%,-1%,3%,-63,-11%
OCCC1CN(Cc2nc3ccccc3[nH]2)CCN1C1CCCC1 (stereo unspecified),0.4,-1.9,-2,23,-13%,9%,2%,-10,-19%
COc1ccc(C(=O)Nc2nc3c(s2)CCc2cc(OC)ccc2-3)cc1,0.9,0.4,-10,-1,14%,/,16%,/,?
OC1(c2ccc(F)cc2)CCN(Cc2cccnc2)CC1,-0.3,1.3,-4,0,15%[57.1 µM],3%,7%[57.1 µM],34*,-6%
CC(NC(N)=O)C(=O)OCC(=O)c1ccc(-c2ccccc2)cc1 (stereo unspecified),0.0,-0.3,-9,1,14%,1%,2%,-6,-30%
Cc1ccc(OCCNC(=O)c2ccc(C)o2)cc1,1.0,0.6,2,-1,7%,9%,0%,3,-22%
CCCOc1ccc(CNC(=O)Cn2ncc3ccccc32)cc1,-0.7,-0.9,2,-7,-3%,-7%,-6%,-16,-9%
COc1ccccc1-n1c(SCC(=O)NC2CCS(=O)(=O)C2)nc2cc([N+](=O)[O-])ccc21 (stereo unspecified),0.3,0.2,1,11,-10%,12%,-12%,-18,-16%
COC(=O)c1cccc(NC(=O)N(C)CCc2c(C)nn(C)c2C)c1,0.1,1.8,0,2,18%[57.1 µM],0%,5%[57.1 µM],/,-23%
CCN(CC(=O)NCc1ccc(F)cc1)C(=O)c1ccc(COc2ccccc2)cc1,-0.2,-0.2,-1,0,12%,7%,-3%,1,-15%
COc1cc(NS(=O)(=O)c2ccc(NC(=O)CSC3=NCCS3)cc2)nc(OC)n1,0.0,0.0,/,0,/,/,/,5,/
COC(=O)CN(c1ccc(OC)c(OC)c1)S(C)(=O)=O,0.3,0.1,-5,4,-3%,-2%,13%[57.1 µM],13,9%
COc1ccc(NC(=O)CSc2nc3c(c(=O)n2-c2ccc(F)cc2)SCC3)c(OC)c1,-0.9,0.4,8,1,27%[57.1 µM],1%,0%[57.1 µM],38*,-10%
CC(C)(C)c1ccc(/C=C/C(=O)c2ccc(NC3=NCCCS3)cc2)cc1,-0.3,-0.4,-1,10,0%,-6%,-13%,-1,-10%
CCC(=O)NNC(=O)CCC(=O)Nc1cccc(Cl)c1C,0.6,-1.6,-3,4,17%,-1%,1%,13,5%
Cc1cccc(NC(=O)CSCC(=O)Nc2ccccc2N2CCCCC2)c1,-0.5,-0.1,1,8,8%,0%,-1%,11,-20%
CCc1ccc(-n2c(Cn3nc(C(F)(F)F)cc3C)n[nH]c2=S)cc1,0.2,-0.2,-2,-9,-22%,13%,-5%,4,-9%
COc1ccccc1/C=N/N1CCN(c2ccc(Cl)cc2)CC1,0.0,0.4,-1,1,15%,10%,0%,-14,?
C/C(=N\N=C(N)N)c1ccc(C)c(C)c1,1.0,1.5,-15,6,3%,-6%,1%,18,-11%
CCOC(=O)C1(CC)NC(c2ccc(N(C)C)cc2)C2C(=O)N(C)C(=O)C21 (stereo unspecified),1.4,1.2,1,0,7%[57.1 µM],6%,14%[57.1 µM],3,-18%
O=C(CN1CCN(C/C=C/c2ccccc2)CC1)Nc1ccccc1C(=O)NC1CC1,-0.1,4.9,1,3,44%,-1%,13%,-10,-3%
CCOc1ccc(NC(=O)c2ccc(NC(=O)c3ccc(NC(N)=O)cc3)cc2)cc1,/,/,-5,/,10%,1%,-1%,/,-12%
CC(=O)N1CCN(C(=O)COc2ccccc2C(=O)Nc2ccccc2)CC1,0.3,1.9,1,-2,23%,31%[activator],6%,-13,-29%
